BLM helicase inh: Bloom syndrome helicase (human) inhibition; P54132; recombinant BLM DNA unwinding, fluorescence dequenching; Potency, µM (doses to about 56.1 µM), for inactives: at the top dose activity change, negative = inhibition, most hits filed as inhibitors; 350,000 tested, 0.2% active;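 also: plate controls were vehicle for no effect and no enzyme for full effect; nearly all actives have a fitted effect of over 35% in size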
BAZ2B inh: BAZ2B (human) inhibition. 360,000 tested, 4.4% active. Potency, µM (series often up to 114 µM), without a hit: at the top dose activity change, negative = inhibition, usual class: inhibitors. AID 504333. Q9UIF8. AlphaScreen BAZ2B-H3K14Ac peptide displacement; also: % is scaled to controls: 0 for no effect and ±100 for the full control effect; nearly all actives have a fitted effect of over 60% in size
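Inhibition is scored as reduced AlphaScreen emission. The BAZ2B/b-H3(5-23)K14Ac complex (50 nM each) in PBS pH 7.4, 0.01% Tween-20 meets compound (up to 110 uM) for 30 min at RT before bead addition.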
APE1 inh: inhibitors of human APE1 endonuclease. Potency, µM (doses to about 65.8 µM), for the others: at the highest dose activity change, negative = inhibition, hits mostly inhibitors. recombinant APE1, TAMRA/BHQ-2 abasic DNA cleavage fluorescence. P27695. 350,000 tested, 0.35% active;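 also: plate controls were vehicle for no effect and reference inhibitor for full effect; nearly all actives have a fitted effect of over 55% in size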
Target sequence (P27695 whole entry, looked up): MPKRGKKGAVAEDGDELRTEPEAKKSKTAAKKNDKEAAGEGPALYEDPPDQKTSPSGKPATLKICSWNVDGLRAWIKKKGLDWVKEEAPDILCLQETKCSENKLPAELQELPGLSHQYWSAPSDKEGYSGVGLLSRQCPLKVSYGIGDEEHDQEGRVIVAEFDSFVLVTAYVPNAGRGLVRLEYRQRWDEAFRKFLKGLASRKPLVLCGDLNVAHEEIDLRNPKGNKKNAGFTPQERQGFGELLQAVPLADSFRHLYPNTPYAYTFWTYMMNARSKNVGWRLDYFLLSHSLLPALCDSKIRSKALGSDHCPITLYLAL
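Step 1: APE1 (0.75 nM) with compound, 15 min RT. Step 2: add 50 nM fluorophore/quencher THF duplex. Step 3: three fluorescence reads 60 s apart (525/598 nm); read 3 minus read 1 = reaction progress.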
G9a block: G9a (human) methyltransferase inhibition | G9a H3K9 monomethylation, AlphaScreen, 2 h | 350,000 tested, 8.8% active | Potency, µM (highest dose often 102 µM), inactives show top-dose activity, negative = inhibition, usual class: inhibitors | AID 504332 | Q96KQ7; also: % is scaled to controls: 0 for no effect and ±100 for the full control effect; nearly all actives have a fitted effect of over 75% in size
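Using a bead-based AlphaScreen, monomethylated H3K9 product from 2 h room-temperature reactions (G9a 20 nM, peptide 500 nM, SAM 20 uM) was detected with 0.5 ug/mL rabbit anti-H3K9me1 antibody.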
POLB inh: DNA polymerase beta (human) inhibition; Potency, µM (top dose mostly 114 µM), inactives show top-dose activity change, negative = inhibition, most hits filed as inhibitors; AID 485314; 340,000 tested, 1.3% active; Pol beta primer extension/strand displacement, fluorescence kinetic; also: % is scaled to controls: 0 for no effect and ±100 for the full control effect
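Reaction started by 50 nM substrate onto compound-treated Pol beta (10 nM, 15 min preincubation, room temperature); plates read at 0 min and 10 min. Normalized concentration-effect data fitted by four-parameter Hill equation.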
Pol iota inh: blocks human DNA polymerase iota activity | Q9UNA4 | Pol iota fluorescent replication assay, 10 min | Potency, µM (doses to about 115 µM), for the others: at the top dose activity, negative = inhibition, hits mostly inhibitors | 390,000 tested, 1% active
Target sequence (Q9UNA4 whole entry, looked up): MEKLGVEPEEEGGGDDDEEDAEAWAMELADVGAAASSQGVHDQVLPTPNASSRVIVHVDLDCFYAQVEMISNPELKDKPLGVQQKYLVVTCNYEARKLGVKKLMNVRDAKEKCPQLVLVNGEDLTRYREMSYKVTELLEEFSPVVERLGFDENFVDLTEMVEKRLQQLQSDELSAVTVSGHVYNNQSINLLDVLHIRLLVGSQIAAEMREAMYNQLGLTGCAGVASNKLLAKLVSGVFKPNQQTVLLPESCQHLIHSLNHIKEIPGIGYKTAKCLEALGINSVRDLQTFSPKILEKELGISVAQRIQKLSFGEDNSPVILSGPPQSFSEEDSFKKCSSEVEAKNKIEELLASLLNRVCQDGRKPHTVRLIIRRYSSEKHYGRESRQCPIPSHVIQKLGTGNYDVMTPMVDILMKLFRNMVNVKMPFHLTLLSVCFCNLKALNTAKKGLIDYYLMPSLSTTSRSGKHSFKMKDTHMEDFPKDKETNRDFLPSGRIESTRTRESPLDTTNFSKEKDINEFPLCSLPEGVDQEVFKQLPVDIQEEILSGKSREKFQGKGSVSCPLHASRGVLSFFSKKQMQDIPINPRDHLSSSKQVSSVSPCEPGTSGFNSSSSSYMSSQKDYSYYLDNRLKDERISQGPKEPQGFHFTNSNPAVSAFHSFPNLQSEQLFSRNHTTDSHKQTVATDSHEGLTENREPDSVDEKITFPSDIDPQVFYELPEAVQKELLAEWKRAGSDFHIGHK
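Fluorescent replication assay read twice, at 0 min and 10 min after adding 50 nM (final) substrate. Enzyme (10 nM) and compounds were first incubated 15 min at room temperature; enzyme-free buffer wells were negative controls.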
Pol kappa inh: inhibitors of human DNA polymerase kappa; Q9UBT6; purified Pol kappa, fluorescent DNA synthesis assay, 10 min; Potency, µM (top dose mostly 107 µM), for inactives: top-dose activity, negative = inhibition, actives largely listed as inhibitors; 400,000 tested, 0.53% active; AID 588579; also: % is scaled to controls: 0 for no effect and ±100 for the full control effect
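10 nM Pol kappa preincubated 15 min at room temperature with compounds, then reaction started with substrate at 50 nM final. Fluorescence read kinetically at 0 and 10 min; buffer-only wells served as negative control.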
POLH inh: inhibitors of human DNA polymerase eta; Potency, µM (highest dose often 114 µM), inactives show at the top dose activity change, negative = inhibition, hits mostly inhibitors; 390,000 tested, 1.2% active; Q9Y253; recombinant Pol eta, fluorescent DNA replication assay; also: % is scaled to controls: 0 for no effect and ±100 for the full control effect
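Fluorescent replication assay: 50 nM final substrate added after a 15 min room-temperature compound preincubation with 10 nM enzyme. Signal taken at 0 min and again at 10 min.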
JMJD2A Tudor inh: blocks the human JMJD2A Tudor domain; AlphaScreen JMJD2A-Tudor / H3K4me3 peptide binding; 390,000 tested, 4.4% active; AID 504339; O75164; Potency, µM (series often up to 114 µM), for inactives: at the top dose activity change, negative = inhibition, usual class: inhibitors; also: % is scaled to controls: 0 for no effect and ±100 for the full control effect; nearly all actives have a fitted effect of over 50% in size
Active calls of the source: *; ? = inconclusive; nt = not tested or not shown; [ ] = remark or other dose. Calls follow the shape of the dose curve; as a rule, active = well fitted curve in the direction sought with a large enough effect; inconclusive = small, poorly fitted or top-dose-only effect, or another doubt; inactive = no such curve, though single readings can be large; an effect the other way counts as inactive or inconclusive. Potency is read from the fitted curve at half-maximal effect. A portion of the library. The share of hits here may be higher or lower than overall.

Abbreviations – A = BLM helicase inh; B = BAZ2B inh; C = APE1 inh; D = G9a block; E = POLB inh; F = Pol iota inh; G = Pol kappa inh; H = POLH inh; I = JMJD2A Tudor inh
Structure: CCOC(=O)C(C)n1cnc2scc(-c3ccc(C)cc3)c2c1=O (configuration not stated)
  A = -10%	B = -15%	C = 16%	D = 32%	E = 5%	F = -6%	G = 8%	H = -18%	I = -14%

Structure: CN(CC(=O)Nc1ccccc1Br)C(=O)COc1cccc2c1OC(C)(C)C2
  A = nt	B = -7%	C = 29%	D = 8%[2.33 µM]	E = nt	F = -5%	G = -3%	H = -11%	I = -3%

Structure: CCOc1ncccc1C(=O)Nc1ccccc1C(=O)NCc1ccc2c(c1)OCO2
  A = 1%	B = 0%	C = -9%	D = ?	E = -1%	F = -6%	G = -1%	H = -10%	I = -24%

Structure: C=CCC[C@@H](Cc1ccc(F)cc1)C(=O)OC[C@@H](Cc1c[nH]c2ccccc12)NC(=O)[C@@H](CC=C)CC(=O)N[C@@H](CO)Cc1ccccc1
  A = nt	B = nt	C = 8%	D = nt	E = nt	F = 5%	G = -10%	H = -6%	I = -21%

Structure: O=C(Nc1c(C(=O)O)oc2ccc(Br)cc12)c1ccccc1
  A = -5%	B = 2%	C = -3%	D = -7%	E = -2%	F = ?	G = -5%	H = 2%	I = -14%

Structure: CCc1ccc(NC(=O)Nc2cnccn2)cc1
  A = -1%	B = -6%	C = 4%	D = 80%[activator]	E = 16%	F = 40%[activator]	G = 2%	H = -21%	I = -6%

Structure: Cc1cccc(C)c1NC(=O)COC(=O)CCC(=O)c1cccs1
  A = -1%	B = -4%	C = -2%	D = 54%	E = 14%	F = 104%[activator]	G = -12%	H = -26%	I = 8%[57.1 µM]

Structure: COc1ccc(OC)c(S(=O)(=O)NCc2ccccc2)c1
  A = -2%	B = 5%	C = 1%	D = -4%[59 µM]	E = 0%	F = 3%	G = -12%	H = 1%	I = -26%

Structure: CC(C)CCn1c(SCc2ccc(Cl)cc2)nc2c1c(=O)[nH]c(=O)n2C
  A = 1%	B = -26%	C = 2%	D = 14µM*	E = 17%	F = -30%	G = -4%	H = -6%	I = -21%

Structure: O=C1c2cc(F)ccc2-n2c1nc1ccccc1c2=O
  A = -9%	B = -2%	C = -23%	D = -9%	E = -3%	F = 83%[activator]	G = -3%	H = -10%	I = -8%

Structure: COn1c(=O)c(-c2cccs2)[n+]([O-])c2ccccc21
  A = -1%	B = -21%	C = -1%	D = -2%[12.7 µM]	E = 1%	F = -2%	G = -1%	H = -7%	I = 2%

Structure: CCSC1(SCC)N=C(N)C2(C#N)C(c3ccccc3)NC3=C(CCC3)C12C#N (configuration not stated)
  A = -1%	B = -35%	C = -1%	D = ?	E = -3%	F = 17%	G = -10%	H = -3%	I = -16%

Structure: CCN(CC(=O)Nc1c(F)cccc1F)C(=O)CSCC(=O)Nc1cc(C)on1
  A = nt	B = -4%	C = 16%	D = ?	E = nt	F = 21%	G = -2%	H = -13%	I = 1%

Structure: CCC(C(=O)O)n1c2ccccc2c2cn[nH]c(=O)c21 (configuration not stated)
  A = 1%	B = 4%	C = 5%	D = 45µM*	E = 22µM*	F = -9%	G = -31%	H = ?	I = -12%

Structure: NCCC(=O)N1c2ccccc2Sc2ccc(Cl)cc21
  A = -3%	B = -23%	C = 35%	D = 8%	E = 3%	F = -13%	G = -4%	H = -9%	I = -13%

Some of the entries so far, as tab-separated lines:
compound	BLM helicase inh	BAZ2B inh	APE1 inh	G9a block	POLB inh	Pol iota inh	Pol kappa inh	POLH inh	JMJD2A Tudor inh
C=CCC[C@@H](Cc1ccc(F)cc1)C(=O)OC[C@@H](Cc1c[nH]c2ccccc12)NC(=O)[C@@H](CC=C)CC(=O)N[C@@H](CO)Cc1ccccc1	nt	nt	8%	nt	nt	5%	-10%	-6%	-21%
CCC(C(=O)O)n1c2ccccc2c2cn[nH]c(=O)c21 (configuration not stated)	1%	4%	5%	45µM*	22µM*	-9%	-31%	?	-12%
Cc1cccc(C)c1NC(=O)COC(=O)CCC(=O)c1cccs1	-1%	-4%	-2%	54%	14%	104%[activator]	-12%	-26%	8%[57.1 µM]
CCc1ccc(NC(=O)Nc2cnccn2)cc1	-1%	-6%	4%	80%[activator]	16%	40%[activator]	2%	-21%	-6%

More entries.
Abbreviations – A = BLM helicase inh; B = BAZ2B inh; C = APE1 inh; D = G9a block; E = POLB inh; F = Pol iota inh; G = Pol kappa inh; H = POLH inh; I = JMJD2A Tudor inh
Structure: COc1ccc(C(=O)OCC(=O)NCc2ccccc2)c(OC)c1OC
  A = -1%	B = 4%	C = -9%	D = 8%	E = 11%	F = -13%	G = 0%	H = -14%	I = -10%

Structure: COC(=O)CSc1nc2sc3c(c2c(=O)n1-c1ccccc1)CCN(C)C3
  A = 0%	B = -30%	C = -6%	D = -31%[59 µM]	E = 2%	F = -5%	G = -13%	H = 6%	I = -22%

Structure: OCCOCCNc1ncnc2c1c(-c1ccccc1)cn2-c1ccccc1
  A = -2%	B = -24%	C = -4%	D = 4%[59 µM]	E = 27%	F = 35%[activator]	G = 1%	H = -23%	I = -28%

Structure: Cc1ccc2[nH]c(=O)c3cc(C(=O)NCCN4CCN(C)CC4)sc3c2c1
  A = 139%[activator]	B = 12%	C = -7%	D = -19%	E = 0%	F = -12%	G = -11%	H = -14%	I = -15%

Structure: Cc1c(C(=O)N(Cc2ccco2)Cc2cccs2)oc2ccccc12
  A = nt	B = 8%	C = 7%	D = 19%[59 µM]	E = nt	F = 40µM*	G = ?	H = ?	I = ?

Structure: Cc1[nH]n(-c2ncc(-c3ccccc3)s2)c(=O)c1C(c1ccc(Cl)cc1)C(C#N)C#N (configuration not stated)
  A = -18%	B = 40µM*	C = -4%	D = ?	E = 32µM*	F = ?	G = ?	H = 28µM*	I = 40µM*

Structure: O=C(N/N=C/c1cccc(OC(=O)c2ccc([N+](=O)[O-])cc2)c1)c1cccnc1
  A = -4%	B = -15%	C = 8%	D = -6%	E = 20%	F = 148%[activator]	G = 0%	H = -15%	I = -9%

Structure: COc1cccc(N2CCN(C(=O)C3CCN(S(=O)(=O)c4ccc5c(c4)CC(C)N5C(C)=O)CC3)CC2)c1 (configuration not stated)
  A = -4%	B = -15%	C = 0%	D = nt	E = -24%	F = 12%	G = 3%	H = -8%	I = -8%

Structure: Cc1ccc[n+](CC(=O)Nc2ccc(Cl)c([N+](=O)[O-])c2)c1
  A = -7%	B = -3%	C = -2%	D = nt	E = -1%	F = 171%[activator]	G = -4%	H = -16%	I = -15%

Structure: COC/C=C/C1=CC2=CC(=O)C(C)(OC(=O)c3cnc4ccccc4n3)C(=O)C2=CN1CCCOC(C)C (configuration not stated)
  A = -5%[12.4 µM]	B = -32%	C = -7%[12.4 µM]	D = -27%[59 µM]	E = 0%	F = ?	G = -17%	H = 4%	I = ?

Structure: COCCNC(=O)/C(C#N)=C/c1cc(C)n(-c2ccc(C)cc2)c1C
  A = -7%	B = ?	C = -3%	D = -45%	E = -18%	F = 21%	G = -16%	H = -6%	I = -8%[11.4 µM]

Structure: Cc1ccccc1-n1ccnc1SCC(=O)Nc1cccc(S(=O)(=O)NC2=NCCC2)c1
  A = nt	B = nt	C = 14%	D = nt	E = nt	F = -5%	G = -2%	H = -11%	I = -17%

Structure: CCOc1ccc(Cn2nnc(C(=O)NCCc3ccccc3)c2N)cc1
  A = 1%	B = 2%	C = -7%	D = 17%	E = 23%	F = -5%	G = 13%	H = -12%	I = -14%

Structure: N/C(=N\OC(=O)C(c1ccccc1)c1ccccc1)c1ccccn1
  A = -2%	B = 6%	C = -3%	D = ?	E = -21%	F = 2%	G = -9%	H = -18%	I = -12%

Structure: CCc1ccc(-c2nn(CC(=O)NC3CCCC3)c3c2cnc2ccc(C)cc23)cc1
  A = -3%	B = -2%	C = nt	D = 15%[59 µM]	E = 14%	F = 8%	G = 0%	H = -3%	I = -11%

Structure: O=C(COC(=O)c1ccc(N2CCCC2=O)cc1)NCc1ccco1
  A = -2%	B = 10%	C = -7%	D = -8%	E = -22%	F = 3%	G = -5%	H = 5%	I = -5%

Structure: Cc1ccccc1NC(=O)C1CCN(C(=O)N2CCOc3ccccc32)CC1
  A = 1%	B = 4%	C = 8%	D = 2%	E = -23%	F = -17%	G = -1%	H = -5%	I = -6%

Structure: CC(C)(C)NC(=O)N1CCC(CO)(Cc2ccccc2Cl)CC1
  A = -2%	B = -13%	C = 0%	D = -4%	E = 25%	F = 95%[activator]	G = 0%	H = -7%	I = -15%

Structure: CCOC(=O)c1c(S(=O)(=O)Nc2cccc(-c3ccno3)c2)c(C)n(C)c1C
  A = -6%	B = ?	C = -7%	D = -18%	E = 19%	F = -21%	G = -6%	H = -10%	I = -36%

Structure: CC(=O)OCC1=C(C(=O)O)N2C(=O)C(NC(=O)c3ccc(COc4cccc(Cl)c4Cl)o3)C2SC1 (configuration not stated)
  A = -24%	B = 50µM*	C = -6%	D = 32µM*	E = 22µM*	F = 22µM*	G = ?	H = 22µM*	I = ?

Structure: O=c1cc(-c2ccc3c(c2)OCO3)oc2ccccc12
  A = 3%	B = -2%	C = 2%	D = -31%	E = 6%	F = 2%	G = -1%[60.1 µM]	H = 8%	I = 2%

Structure: Cc1ccc(-c2csc(NC(=O)c3ccc(C)o3)n2)cc1
  A = -7%	B = -29%	C = -1%	D = ?	E = -29%	F = 13%	G = -23%	H = -21%	I = -27%

Structure: Cc1cc(C)cc(N(CC(=O)NC2CCCC2)C(=O)C2(C)CC(=O)N=C3C=CC=CN32)c1 (configuration not stated)
  A = 1%	B = -4%	C = 0%	D = 8%	E = 5%	F = 16%	G = -4%	H = -26%	I = 9%

Structure: Cc1cccc(C)c1NC(=O)C(NS(=O)(=O)c1ccc2c(c1)CCC(=O)N2)c1ccccc1 (configuration not stated)
  A = -10%	B = -8%	C = nt	D = -6%[59 µM]	E = ?	F = ?	G = -2%	H = -24%	I = -6%

Structure: COC(=O)c1ccc(C2c3c(oc4ccccc4c3=O)C(=O)N2CCCN2CCOCC2)cc1 (configuration not stated)
  A = 1%	B = -3%	C = -2%	D = 35µM*	E = 4%	F = -4%	G = -22%	H = -12%	I = -12%

Structure: O=C(Nc1ccccc1-c1ccccc1)C12CC3CC(CC(C3)C1)C2
  A = -7%	B = 10%	C = 0%	D = 25%[0.501 µM]	E = 2%	F = -5%	G = -1%	H = -1%	I = -5%

Structure: Cn1c(=O)c2sccc2n2c(CCCC(=O)NCc3cccnc3)nnc12
  A = -2%	B = 0%	C = 15%	D = -8%	E = -6%	F = 27%	G = -3%	H = 7%	I = -6%

Compound activity (PubChem BioAssay)
